RNase H inhibition: RNase H inhibition, HIV 1 Gag Pol polyprotein, FRET biochemical assay, screening (AID 372). HIV-1 RT RNase H, FRET RNA/DNA substrate fluorescence; higher % means a stronger effect. one-dose inhibition, % at 10 µM; IC50 in µM for titrated hits. hit rate 0.77% among 100,000; in the data active = inhibition above about 50%
* marks the source's active call; other numbers are inactive results. Some of the compounds tested. The share of hits here may be higher or lower than overall.

CCOC(=O)c1cccc(NS(=O)(=O)c2cc(Cl)ccc2Cl)c1 was read as RNase H inhibition 18%.
COc1ccc(C2/C(=C(/O)c3ccccc3)C(=O)C(=O)N2CC2CCCO2)cc1OC (stereo not drawn) was read as RNase H inhibition 0%.
`O=C(NC(=S)Nc1ccc2ccccc2c1)c1ccccc1` gave RNase H inhibition 17%.
Screening CN(C)/C=N/S(=O)(=O)c1ccccc1 returned RNase H inhibition 1%.
Screening Cc1c(C2(c3c(C)n(C)n(-c4ccccc4)c3=O)C(=O)Nc3ccccc32)c(=O)n(-c2ccccc2)n1C returned RNase H inhibition 7%.
`COc1cccc(OCCCCOc2ccccc2Cl)c1` gave RNase H inhibition 14%.
`COc1ccc(/C=C(/NC(=O)c2ccc(C)cc2)C(=O)N2CCCCCC2)cc1OC` gave RNase H inhibition 11%.
Screening CCc1cccc(C)c1NC(=O)c1cccc([N+](=O)[O-])c1C returned RNase H inhibition 10%.
For CC1(C)CC(=O)c2sc(NC(=O)CSc3nc4ccccc4o3)nc2C1 the results were RNase H inhibition 15%.
Screening CC(=O)Nc1ccc(NC(=O)N2CCOCC2)cc1 returned RNase H inhibition 0%.
O=C(COc1ccc(Br)cc1Cl)NCc1ccc(Cl)cc1 was read as RNase H inhibition 24%.
c1ccc(CSc2nnc3c(n2)OC(c2ccncc2)Nc2ccccc2-3)cc1 (stereo not drawn) was read as RNase H inhibition 9%.
`COc1ccc(NC(NC(=O)c2ccco2)C(=O)c2ccc(C)cc2)cc1` (stereo not drawn) gave RNase H inhibition 36%.
Screening Cc1onc(-c2ccccc2Cl)c1C(=O)NCCC(c1ccccc1)c1ccccc1 returned RNase H inhibition 40%.
Screening Nc1cc(-c2ccccc2)nn1-c1ccccc1 returned RNase H inhibition 1%.
COCc1cc(C)nc(SCC(=O)NC(C)(C)C)c1C#N was read as RNase H inhibition 0%.
CCN(Cc1ccccc1)C(=O)c1ccc(Cl)c([N+](=O)[O-])c1 was read as RNase H inhibition 7%.
For O=C1C(Cl)=C(Nc2cccc(C(F)(F)F)c2)C(=O)c2ccccc21 the results were RNase H inhibition 5%.
For CC1CCC2(CC1)OCC1(CCC3(COC4(CCC(C)CC4)OC3)C1=O)CO2 (stereo not drawn) the results were RNase H inhibition 8%.
Screening CCOC(=O)C1=C(C)N=c2s/c(=C\c3ccc(NC(C)=O)cc3)c(=O)n2C1c1ccccc1 (stereo not drawn) returned RNase H inhibition 18%.
For Oc1cccc(C=Nc2cccc3ccccc23)c1O the results were RNase H inhibition 12%.
`C=CCOc1ccc(/C=C2\N=C(c3ccc(C)cc3)OC2=O)cc1` gave RNase H inhibition 10%.
`CC(C)(C)NC(NC(=O)c1cccc([N+](=O)[O-])c1)C(Cl)(Cl)Cl` (stereo not drawn) gave RNase H inhibition 0%.
O=c1[nH]c2ccccc2n1CCCN1CCN(C(c2ccccc2)c2ccccc2)CC1 was read as RNase H inhibition 15%.
O=C(NCC1CC2CC1C1CC21)c1ccc(F)cc1 (stereo not drawn) was read as RNase H inhibition 8%.
`COc1cc(/C=C2/NC(=S)NC2=O)ccc1OCc1ccc(I)cc1` gave RNase H inhibition 0%.
`COc1ccc(CNC(=O)COc2ccccc2C)cc1` gave RNase H inhibition 0%.
For COc1ccc(OCC(=O)Nc2ccc(OC)cc2OC)cc1 the results were RNase H inhibition 7%.
For O=C1NC(=S)N/C1=C\c1ccc(Oc2ccc([N+](=O)[O-])cn2)cc1 the results were RNase H inhibition 0%.
For COc1ccc(NC(=O)C/C(C)=N/NC(=O)c2cnccn2)cc1 the results were RNase H inhibition 4%.
O=C(Nc1ccc2oc(-c3ccc(Cl)cc3Cl)nc2c1)c1cccc2ccccc12 was read as RNase H inhibition 15%.
For O=C(Nc1ccc(-c2noc(-c3ccccc3F)n2)cc1)c1cccs1 the results were RNase H inhibition 10%.
`N#Cc1nc(-c2ccc([N+](=O)[O-])cc2)oc1NCc1ccccc1` gave RNase H inhibition 1%.
`CCOC(=O)c1cccc(NC(=O)c2ccc(C)c(C)c2)c1` gave RNase H inhibition 17%.
`O=C(O)c1ccc2c(c1)C(=O)N(c1ccc(-c3ccc([N+](=O)[O-])cc3)cc1)C2=O` gave RNase H inhibition 8%.
`Cc1ccc([N+](=O)[O-])cc1S(=O)(=O)Nc1cccc(C(=O)O)c1` gave RNase H inhibition 5%.
`CCCOc1ccc(N2C(=O)CC(NCc3ccc(C(=O)O)cc3)C2=O)cc1` (stereo not drawn) gave RNase H inhibition 0%.
For C=CCn1cc(/C=c2\sc3n(c2=O)C(c2cc(OC)ccc2OC)C(C(=O)OCC)=C(C)N=3)c2ccccc21 (stereo not drawn) the results were RNase H inhibition 14%.
`CN1C(=O)C(=Cc2ccc(-c3ccc(Cl)cc3)o2)C(=O)N(C)C1=S` gave RNase H inhibition 11%.
`Clc1ccccc1N1CCN(Cc2ccc(-c3ccccc3)cc2)CC1` gave RNase H inhibition 5%.
O=[N+]([O-])c1ccc(N/N=C/c2ccc(O)c(O)c2)cc1 was read as RNase H inhibition 57%*.
Screening COc1ccc(NC(=O)c2sc3nc4c(cc3c2N)CCC4)cc1 returned RNase H inhibition 3%.
`N/C(=N\OC(=O)Cc1ccc(Cl)cc1)c1ccccc1` gave RNase H inhibition 10%.
For NC(=O)C1CCN(S(=O)(=O)c2ccc(Cl)cc2)CC1 the results were RNase H inhibition 0%.
For COc1cc(/C=C(\C#N)C(N)=O)cc(Br)c1OS(=O)(=O)c1ccc([N+](=O)[O-])cc1 the results were RNase H inhibition 13%.
`CCCCCOc1ccccc1/C=C1/N=C(c2ccccc2)OC1=O` gave RNase H inhibition 7%.
`COc1ccc(C(=O)N/N=C/c2ccc(N3CCOCC3)o2)cc1OC` gave RNase H inhibition 0%.
COc1cc(C(O)c2nccn2C)ccc1OCc1ccccc1 (stereo not drawn) was read as RNase H inhibition 6%.
Screening CCOc1ccc(/C=N/NC(=O)C(=O)N(CC)CC)cc1 returned RNase H inhibition 6%.
Screening Fc1ccccc1CSc1nnnn1-c1ccc2c(c1)OCO2 returned RNase H inhibition 28%.
For O=C(N/N=C/c1ccc(Cl)cc1)c1cc(C23CC4CC(CC(C4)C2)C3)[nH]n1 the results were RNase H inhibition 13%.
Screening COc1ccc(OC)c(NC(=O)c2cc(-c3ccc(C)c(C)c3)nc3ccccc23)c1 returned RNase H inhibition 9%.
Screening CC1=C(C(=O)OCCc2ccccc2)C(c2ccc(C)s2)NC(=O)N1 (stereo not drawn) returned RNase H inhibition 19%.
For Cc1ccc(C(=O)Nc2ccc3ccccc3c2)c(Cl)c1 the results were RNase H inhibition 13%.
For COc1ccc(C(=O)NC(=S)Nc2cccc([N+](=O)[O-])c2)cc1Br the results were RNase H inhibition 42%.
COc1cccc(C(=O)NC(NC(=S)Nc2ccccc2Cl)C(Cl)(Cl)Cl)c1 (stereo not drawn) was read as RNase H inhibition 6%.
O=C(NCCCN1CCOCC1)c1nn2c(C(F)(F)F)cc(-c3ccc(F)cc3)nc2c1Cl was read as RNase H inhibition 0%.
`O=C(Cc1n[nH]c(=O)[nH]c1=O)N/N=C/c1ccc(C(F)(F)F)cc1` gave RNase H inhibition 15%.
C=CCn1c(SCC(=O)O)nnc1-c1ccncc1 was read as RNase H inhibition 7%.
Screening O=[N+]([O-])c1cc(N=Cc2cccc(Cl)c2Cl)ccc1Cl returned RNase H inhibition 25%.
Screening O=C(/C=C/c1cccc([N+](=O)[O-])c1)Nc1ccc(F)cc1 returned RNase H inhibition 3%.
`Cc1ccccc1N1C(=O)C(Cl)=C(Nc2ccccc2)C1=O` gave RNase H inhibition 14%.
For O=C(/C=C/c1ccc(-c2ccccc2)o1)c1ccco1 the results were RNase H inhibition 14%.
For COc1ccc(C(=O)NNC(=O)Cc2ccc(Cl)cc2)c(OC)c1 the results were RNase H inhibition 1%.
CC1(C)c2ssc(=S)c2-c2ccccc2N1C(=O)COc1nc2ccccc2s1 was read as RNase H inhibition 0%.
`CC(C)(C)c1ccc(S(=O)(=O)N2CCCC2)cc1` gave RNase H inhibition 1%.
`CCN(CC)S(=O)C12CC3CC(CC(C3)C1)C2` (stereo not drawn) gave RNase H inhibition 1%.
CCOC(=O)c1ccccc1NC(=O)Cn1cnc2c1c(=O)n(C)c(=O)n2C was read as RNase H inhibition 6%.
`O=C(CCCOc1ccc(Cl)cc1Cl)Nc1ccc(F)c(Cl)c1` gave RNase H inhibition 15%.
For O=C(c1ccc(Cl)cc1)c1cc2ccccc2o1 the results were RNase H inhibition 3%.
`CCCC(C)NC(=O)CN1C(=O)c2ccccc2C1=O` (stereo not drawn) gave RNase H inhibition 30%.
O=C(CO)N/N=C/c1cccc2ccccc12 was read as RNase H inhibition 0%.
Screening O=C(CSc1nc2ccc(NC(=O)c3ccccc3)cc2s1)Nc1cccc([N+](=O)[O-])c1 returned RNase H inhibition 13%.
CC1=Nc2ccc(Br)cc2C(c2ccccc2)N1CC(=O)NN (stereo not drawn) was read as RNase H inhibition 13%.
For C/C(=N\NC(=O)CN(c1ccccc1Br)S(C)(=O)=O)c1cccs1 the results were RNase H inhibition 25%.
`COC(=O)c1cc(C(=O)NCCCN(C)C)cc([N+](=O)[O-])c1` gave RNase H inhibition 4%.
For CCOc1ccc(C(=O)Nc2cccc(-c3nc4ccc(C)cc4o3)c2)cc1[N+](=O)[O-] the results were RNase H inhibition 10%.
`O=C(COc1ccc(Cl)cc1Br)NNC(=O)c1ccccc1F` gave RNase H inhibition 10%.
`COc1ccc(C2=Nc3ccc(Br)cc3C(c3ccccc3)N2CC(=O)NN)cc1` (stereo not drawn) gave RNase H inhibition 1%.
`O=C(CCC(=O)Nc1ccccc1)N/N=C/c1cccc(Oc2ccccc2)c1` gave RNase H inhibition 6%.
Screening O=C(O)CN1C(=O)/C(=C\c2ccsc2)SC1=S returned RNase H inhibition 9%.
Screening CC1CCN(c2ccc(C(=O)c3ccccc3)cc2F)CC1 returned RNase H inhibition 20%.
For C/C(=N\NC(=O)C1CC1)c1ccccn1 the results were RNase H inhibition 13%.
`Cc1ccccc1C=Nn1c(-c2ccc(Cl)cc2Cl)n[nH]c1=S` gave RNase H inhibition 23%.
Screening Cc1cccc(NC(=O)c2cccc(I)c2)c1C returned RNase H inhibition 9%.
`Cc1ccc(NC(=O)CSCC(=O)Nc2ccccc2)c(C)c1` gave RNase H inhibition 0%.
`O=C(NC(=S)Nc1cc([N+](=O)[O-])cc(Cl)c1O)c1cccnc1` gave RNase H inhibition 4%.
Screening COc1ccc(C(=O)CSc2nc3cc(OC)ccc3n2Cc2ccccc2)cc1 returned RNase H inhibition 3%.
For Cc1ccc(N=C2NC(=O)/C(=C/c3ccc(Cl)cc3)S2)cc1Cl the results were RNase H inhibition 47%.
For O=C(CCNC(=O)/C(=C\c1ccccc1)NC(=O)c1ccco1)OCc1ccccc1 the results were RNase H inhibition 8%.
Screening O=C1CSC(=O)N1CN1CCCCC1 returned RNase H inhibition 9%.
`NC(=O)c1ccccc1NC(=O)c1cccc(F)c1` gave RNase H inhibition 8%.
`CS(=O)(=O)N(CC(=O)O)c1ccccc1Cl` gave RNase H inhibition 10%.
Cc1cc(Cl)ccc1OCC(=O)Nc1ccc(N2CCOCC2)cc1 was read as RNase H inhibition 19%.
Cc1ccc(C(O)(C(F)(F)F)C(F)(F)F)cc1[N+](=O)[O-] was read as RNase H inhibition 7%.
For O=C(OCC(c1ccccc1)c1ccccc1)C1=COCCO1 the results were RNase H inhibition 16%.
`COCCCNC(=O)c1cc(-c2ccccc2)nc2ccccc12` gave RNase H inhibition 0%.
Screening O=C1CN=C(Nc2nc3ccccc3o2)N1 returned RNase H inhibition 33%.
`N#Cc1c(N)nc(SCC(=O)c2ccc(O)c(O)c2)c(C#N)c1-c1ccc(O)cc1` gave RNase H inhibition 0.9µM*.
`CCOc1ccc(S(=O)(=O)N(CC(=O)Nc2ccc(C)cc2C)c2ccc(C)cc2)cc1` gave RNase H inhibition 7%.
Screening COc1ccc(OC)c(/C=C(/C#N)C(=O)Nc2cccc(Br)c2)c1 returned RNase H inhibition 6%.
CCOc1cc(C=C2C(=O)NC(=S)NC2=O)ccc1OCc1ccccc1F was read as RNase H inhibition 10%.
O=C(COc1c(Br)cc(Br)cc1Br)N/N=C/c1ccc(O)c([N+](=O)[O-])c1 was read as RNase H inhibition 6%.
For O=c1[nH]c(=S)[nH]c(O)c1C(c1ccncc1)c1c(O)[nH]c(=S)[nH]c1=O the results were RNase H inhibition 0%.
CC(C)COc1ccc(C(=O)Nc2ccc(N3CCOCC3)c(Cl)c2)cc1 was read as RNase H inhibition 14%.

Reprinted at random: two entries already listed, in no set order.
Screening CCOc1ccc(/C=N/NC(=O)C(=O)N(CC)CC)cc1 returned RNase H inhibition 6%.
Cc1cc(Cl)ccc1OCC(=O)Nc1ccc(N2CCOCC2)cc1 was read as RNase H inhibition 19%.

In the list so far, 13 contain fluorine.
For O=C1C(Cl)=C(Nc2cccc(C(F)(F)F)c2)C(=O)c2ccccc21 the results were RNase H inhibition 5%.
O=C(NCC1CC2CC1C1CC21)c1ccc(F)cc1 (stereo not drawn) was read as RNase H inhibition 8%.
For O=C(Nc1ccc(-c2noc(-c3ccccc3F)n2)cc1)c1cccs1 the results were RNase H inhibition 10%.
Screening Fc1ccccc1CSc1nnnn1-c1ccc2c(c1)OCO2 returned RNase H inhibition 28%.
O=C(NCCCN1CCOCC1)c1nn2c(C(F)(F)F)cc(-c3ccc(F)cc3)nc2c1Cl was read as RNase H inhibition 0%.
`O=C(Cc1n[nH]c(=O)[nH]c1=O)N/N=C/c1ccc(C(F)(F)F)cc1` gave RNase H inhibition 15%.
Screening O=C(/C=C/c1cccc([N+](=O)[O-])c1)Nc1ccc(F)cc1 returned RNase H inhibition 3%.
`O=C(CCCOc1ccc(Cl)cc1Cl)Nc1ccc(F)c(Cl)c1` gave RNase H inhibition 15%.
`O=C(COc1ccc(Cl)cc1Br)NNC(=O)c1ccccc1F` gave RNase H inhibition 10%.
Screening CC1CCN(c2ccc(C(=O)c3ccccc3)cc2F)CC1 returned RNase H inhibition 20%.
`NC(=O)c1ccccc1NC(=O)c1cccc(F)c1` gave RNase H inhibition 8%.
Cc1ccc(C(O)(C(F)(F)F)C(F)(F)F)cc1[N+](=O)[O-] was read as RNase H inhibition 7%.
CCOc1cc(C=C2C(=O)NC(=S)NC2=O)ccc1OCc1ccccc1F was read as RNase H inhibition 10%.
